Bioassay records deposited in PubChem BioAssay by National Center for Advancing Translational Sciences (NCATS).
TRPV1 ag: human TRPV1 agonism; Q8NER1; TRPV1-expressing cells, Fluo-8 calcium influx, agonist mode; activation, % at 8.33 µM; 0.19% of 320,000 active; in the data active = activation above about 80%; inconclusive = between about 30% and that limit; note: 0% is about no effect
Target sequence (Q8NER1 whole entry, looked up): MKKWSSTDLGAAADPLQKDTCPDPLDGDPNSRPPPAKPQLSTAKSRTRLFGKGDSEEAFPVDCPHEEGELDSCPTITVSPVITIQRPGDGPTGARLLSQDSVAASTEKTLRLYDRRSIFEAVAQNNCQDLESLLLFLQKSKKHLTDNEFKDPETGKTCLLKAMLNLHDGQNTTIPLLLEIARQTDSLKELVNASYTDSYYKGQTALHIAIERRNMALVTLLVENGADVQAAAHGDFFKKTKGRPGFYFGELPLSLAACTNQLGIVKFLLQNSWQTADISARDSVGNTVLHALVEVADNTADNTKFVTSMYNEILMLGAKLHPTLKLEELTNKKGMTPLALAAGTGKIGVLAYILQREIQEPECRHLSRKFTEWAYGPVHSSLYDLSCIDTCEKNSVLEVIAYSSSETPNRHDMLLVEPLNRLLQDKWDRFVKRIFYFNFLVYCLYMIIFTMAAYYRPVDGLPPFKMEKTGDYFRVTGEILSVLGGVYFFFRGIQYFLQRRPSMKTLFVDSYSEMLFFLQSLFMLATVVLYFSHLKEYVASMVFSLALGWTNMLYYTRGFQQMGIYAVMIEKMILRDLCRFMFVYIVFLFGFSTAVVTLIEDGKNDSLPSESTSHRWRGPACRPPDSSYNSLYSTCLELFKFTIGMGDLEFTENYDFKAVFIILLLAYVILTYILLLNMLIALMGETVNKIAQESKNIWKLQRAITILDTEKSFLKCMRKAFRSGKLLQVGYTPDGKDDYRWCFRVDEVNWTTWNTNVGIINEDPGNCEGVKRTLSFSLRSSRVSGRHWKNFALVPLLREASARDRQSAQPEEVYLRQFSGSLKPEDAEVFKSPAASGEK
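Cells expressing TRPV1 were dye-loaded with Fluo-8 and read kinetically: 10 s baseline, 3 min after compound (agonist portion), then 2 min after EC20 capsaicin (allosteric enhancer portion). Calcium-bound dye fluorescence at 480/520 nm.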
ELG1 DNA repair: blocks ELG1-dependent DNA repair in HEK293T cells; HEK293T ELG1-luciferase reporter, luminescence, 16 h; DNA damage induced by 5-fluorouridine; Potency, µM (top dose mostly 46.1 µM), inactives show top-dose activity change, negative = inhibition, most hits filed as inhibitors; 2.3% of 330,000 active; AID 504467; note: potency is the fitted concentration of half-maximal effect; % is set by controls: 0 for no effect and ±100 for the full control effect; nearly all actives have a fitted effect of over 55% in size
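Luminescence from the luciferase reporter, measured 30 min after ONE-Glo reagent at room temperature, was the read-out. Beforehand, 2,000 cells per well were exposed for 16 hr at 37 °C to 5-fluorouridine together with compound or vehicle.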
p53 reactivator: re-activators of mutant p53 | H1299 p53-A138V BP100-luciferase reporter, luminescence, 24 h | Potency, µM (series often up to 92.2 µM), inactives show at the highest dose activity change, positive = activation, usual class: activators | 0.063% of 320,000 active; note: potency is the fitted concentration of half-maximal effect; % of control where 0% means no effect; nearly all actives have a fitted effect of over 45% in size
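H1299 (p53-null), stable ts p53-A138V + BP100-Luc; 1000 cells/well, Opti-MEM/10% FBS; cpd 4 pt, 1:5; 24 h, 37 deg C, 5% CO2; detection reagent 10 min RT; luminescence.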
NPC1 prom act: NPC1 promoter activation; Potency, µM (highest dose often 9.22 µM), for inactives: at the top dose activation, most hits filed as activators; Huh7 NPC1 promoter luciferase reporter, 24 h; 2.4% of 320,000 active; AID 485313;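 note: potency is the fitted concentration of half-maximal effect; % of control where 0% means no effect; nearly all actives have a fitted effect of over 60% in size; reporter is driven by a mutant NPC1 promoter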
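Compounds in DMSO were transferred onto Huh7 NPC1-luciferase reporter cells pre-incubated 2 h; after 24 h at 37 °C, Amplite reagent was dispensed and luminescence recorded 10 min later.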
FLuc modulator: inhibits or activates purified firefly luciferase, miR-21 counter-screen | 6.9% of 360,000 active | purified FLuc, Km substrates, luminescence inhibition | Potency, µM (titrated, usually from 57.5 µM), inactives show at the top dose activity change, negative = inhibition, actives largely listed as inhibitors | P08659;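 note: potency is the fitted concentration of half-maximal effect; plate controls were vehicle for no effect and reference inhibitor for full effect; nearly all actives have a fitted effect of over 55% in size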
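Purified P. pyralis luciferase (10nM final) with 10uM D-luciferin and 10uM ATP (Km levels) in 50mM Tris acetate pH 7.5, 10mM Mg acetate, 0.01% Tween-20, 0.05% BSA; qHTS 6-point titration, ~60 µM downward; luminescence read.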
ELG1 genotox: inducers of genotoxicity in HEK293T ELG1-luciferase cells | HEK293T ELG1-luciferase reporter, luminescence, 16 h | Potency, µM (titrated, usually from 46 µM), inactives show at the highest dose activity change, positive = activation, most hits filed as activators | 1.3% of 330,000 active; note: potency is the fitted concentration of half-maximal effect; % of control where 0% means no effect; nearly all actives have a fitted effect of over 60% in size
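Cells (2,000/well) expressing the ELG1-luciferase fusion are dosed by pin tool and kept 16 hr at 37 °C, 5% CO2. Signal comes from ONE-Glo luciferase reagent after 30 min at room temperature.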
BRCA1 expr act: BRCA1 expression activation; MCF7-BRCA1-FFLuc reporter, luminescence, 48 h; response scale: scaled: vehicle 0%, 10 µM genistein 100%; Potency, µM (titrated, usually from 46.1 µM), for the others: at the top dose activation, most hits filed as activators; 1.1% of 380,000 active; AID 624202; note: potency is the fitted concentration of half-maximal effect; nearly all actives have a fitted effect of over 80% in size; some results filed as inactive show a strong effect at the top dose
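Luminescence from a BRCA1-driven firefly luciferase in MCF7 cells was the read-out, taken 15 min after substrate addition following 48 h compound exposure at 37 °C. Data were normalized to a 10 microM genistein control and DMSO vehicle.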
Tb PFK inh: T. brucei PFK enzyme inhibition. T. brucei PFK, ADP-Glo luminescence. 0.17% of 330,000 active. Potency, µM (titrated, usually from 57.5 µM), for the others: at the highest dose activity, negative = inhibition, most hits filed as inhibitors. O15648. AID 485367;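 note: potency is the fitted concentration of half-maximal effect; 0% = uninhibited 1x PFK enzyme wells and -100% = no-enzyme wells; nearly all actives have a fitted effect of over 60% in size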
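Luminescent ADP detection (ADP-Glo, two-step: ATP depletion then ADP-to-ATP conversion for luciferase) reported PFK activity after 45 min room-temperature reaction of 1.25 nM enzyme with 0.5 mM F6P and 0.1 mM ATP at pH 8.0.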
Rab9 promoter act: activates the Rab9 promoter; Huh7 Rab9 promoter-luciferase reporter, luminescence, 24 h; Potency, µM (doses to about 9.22 µM), inactives show top-dose activation, negative = inhibition, most hits filed as activators; 2.8% of 320,000 active; AID 485297; note: potency is the fitted concentration of half-maximal effect; % of control where 0% means no effect; nearly all actives have a fitted effect of over 60% in size
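Rab9 promoter-driven luciferase in stably transfected Huh7 cells; 1500 cells/well rested 2 h, exposed to compound in DMSO for 24 h at 37 °C, 5% CO2. Luminescence read 10 min after adding luciferase reagent at ambient temperature.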
VP16 counter: Gal4-VP16 reporter inhibition counter-screen; Drosophila S2 Gal4-VP16 UAS-luciferase, luminescence, 20 h; Potency, µM (titrated, usually from 53.6 µM), for the others: at the top dose activity, negative = inhibition, hits mostly inhibitors; 3.5% of 310,000 active;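 note: Gal4-VP16 expression switched on by copper sulfate through the metallothionein promoter; potency is the fitted concentration of half-maximal effect; % is set by controls: 0 for no effect and ±100 for the full control effect; nearly all actives have a fitted effect of over 50% in size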
RORg inh: ROR gamma (mouse) transcription inhibition; P51450; Drosophila S2 Gal4-RORgamma UAS-luciferase reporter, 20 h; Potency, µM (doses to about 53.6 µM), inactives show at the highest dose activity change, negative = inhibition, actives largely listed as inhibitors; 5.4% of 310,000 active; AID 2551; note: potency is the fitted concentration of half-maximal effect; % is set by controls: 0 for no effect and ±100 for the full control effect; nearly all actives have a fitted effect of over 60% in size
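ROR gamma transcriptional activity was tracked as Gal4-UAS luciferase output in stably transfected Drosophila Schneider cells, with compound added 1 hr before 700 uM copper sulfate induction and a 20 hr ambient-temperature incubation.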
Starred values were filed as active, the others as inactive; ? = inconclusive; . = no result given; & = joins results of further samples; [ ] = another dose, or the depositor's remark. Unless noted, calls come from the whole dose curve; as a rule, active = well fitted curve in the direction sought with a large enough effect; inconclusive = small, poorly fitted or top-dose-only effect, or another doubt; inactive = no such curve, though single readings can be large; an effect the other way counts as inactive or inconclusive.

SMILES	TRPV1 ag	ELG1 DNA repair	p53 reactivator	NPC1 prom act	FLuc modulator	ELG1 genotox	BRCA1 expr act	Tb PFK inh	Rab9 promoter act	VP16 counter	RORg inh
C[C@H](CO)N1C[C@H](C)[C@@H](CN(C)CC2CCCCC2)Oc2c(NC(=O)CCC(F)(F)F)cccc2C1=O	.	-23%	-12%	.	.	0%	-18%	-1%	.	.	.
CCOC(=O)c1ccccc1NC(=O)COC(=O)C1CCN(S(=O)(=O)c2ccccc2C(=O)OC)CC1	1	0%	0%	-2%	0%	0%	-16%	0%	2%	.	.
Cc1cc(C)cc(NS(=O)(=O)c2ccc(NC(=S)Nc3ccccc3)cc2)c1	-4	-1%	34%	-1%	2%	-4%	5%	-1%	-2%	1%	-11%
O=C(CSc1ccccc1)Nc1ccc(C(=O)Nc2ccc(O)cc2)cc1	-5	?	6%	2%	-4%	?	18%	18%	9%	-13%	1%
Cc1ccc(S(=O)(=O)N2[C@@H](c3ccc(C#N)cc3)C(C(=O)O)=C[C@H]2CC2CCCC2)cc1	.	-14%	4%	.	.	-1%	2%	0%	.	.	.
CCc1cc2c(SCC(=O)N3CCCC3=O)ncnc2s1	16	1%	10%	-1%	-18%	1%	18%	-3%	2%	.	.
CC1CC(C)(C)NC(=S)O1 (centres undefined)	5&4	3%&12%	-3%&11%	1%&-1%	-2%&1%	1%&-2%	0%&5%	-9%&0%	-5%&1%	-7%&-3%	2%&-28%
Cc1cc(NCc2ccccc2)nc(N2CCOCC2)n1	4	-10%	1%	4%	-2%	-1%	-15%	-4%	-2%	4%	22%
O=[N+]([O-])c1ccc(S(=O)(=O)N2CCN=C2SCc2ccc(F)cc2)cc1	-3	21%	-4%	2%	0%	-1%	-1%	0%	-1%	-4%	11%
Cc1ccc(C(=O)N2CCN(S(=O)(=O)c3ccc(C(C)C)cc3)CC2)s1	16	-2%	10%	-1%	-1%	-4%	-36%	19%	-5%	.	.
CCc1nnc(NC(=O)CSc2ncc(-c3ccccc3)n2C)s1	5	?	28%	7%	?	18µM*	5%	1%	29%	?	11µM*
CC(=O)Nc1ccc(NCN2C(=O)[C@@H]3[C@H]4CC[C@H](C4)[C@@H]3C2=O)cc1	-9	21%	9%	-3%	2%	-1%	-13%	3%	-1%	1%	-15%
CC(C)C(=O)N=C1SC2CS(=O)(=O)CC2N1Cc1ccc(Cl)cc1 (centres undefined)	24	?	5%	-1%	-2%	19%	2%	1%	1%	-1%	?
CCCN1CCN(C(=O)c2cc3c(s2)-c2ccccc2S(=O)(=O)C3)CC1	1	10%	15%	10%	?	?	.	-7%	-7%	12%	16%
O=C(CS(=O)(=O)c1cn(Cc2ccc(F)cc2)c2ccccc12)N1CCCCC1	4	?	-8%	-2%	3%	-4%	-2%	-2%	-2%	-15%	22%
c1ccc(CN2CCOCCOCCOCCOCC2)cc1	8	5%	3%	-1%	0%	-1%	0%	-7%	-2%	6%	1%
Cc1ccc(S(=O)(=O)N=Nc2c(O)[nH]c3ccccc23)cc1	0	1%	3%	-1%	-1%	-3%	-23%	-1%	-2%	7%	-10%
COc1ccc(CCNC(=O)COC(=O)c2cc(S(=O)(=O)NCc3ccccc3)ccc2O)cc1OC	-4	-14%	8%	-4%	-6%	-2%	24%	-8%	3%	-4%	5%
COc1ccc(C(=O)NNC(=O)CSc2ccccc2)cc1	2	-2%	5%	-6%	-10%	4%	-1%	-1%	-2%	-10%	-10%
CC(=O)/C(=N\Nc1ccc(Cl)cc1Cl)Sc1cccc2cccnc12	-6	?	-12%	-1%	-3%	-9%	-96%	0%	-16%	5µM*	3.2µM*
COc1cc(C(=O)N/N=C2\CCS(=O)(=O)c3ccc(F)cc32)cc(OC)c1OC	2	?	-8%	-6%	-1%	-1%	-25%	1%	-4%	-6%	-2%
CCOC(=O)c1ccc(NC(=S)NNC(=O)COC)cc1	1	4%	-2%	0%	?	2%	-9%	-2%	11%	-10%	11%
CC1CCN(c2ccc(NC(=O)C3CCCN3S(=O)(=O)c3ccc(F)cc3)cc2)CC1 (centres undefined)	0	-7%	8%	-3%	?	-1%	-23%	0%	2%	.	.
CC(=O)Oc1ccc(/C=N/NC(=O)CCSc2ccccc2)cc1	15	2%	0%	-2%	4%	0%	-6%	-1%	-1%	0%	?
N#Cc1c(NC(=O)c2ccc(Cn3cc(Br)cn3)o2)sc2c1CCCCCC2	?	-13%	4%	1%	-10%	15%	-37%	-15%	-5%	-10%[0.365 µM]	5.6µM*

Compound profiles, from the list above. Order of screens: TRPV1 ag, ELG1 DNA repair, p53 reactivator, NPC1 prom act, FLuc modulator, ELG1 genotox, BRCA1 expr act, Tb PFK inh, Rab9 promoter act, VP16 counter, RORg inh
Shown for `C[C@H](CO)N1C[C@H](C)[C@@H](CN(C)CC2CCCCC2)Oc2c(NC(=O)CCC(F)(F)F)cccc2C1=O` → ., -23%, -12%, ., ., 0%, -18%, -1%, ., ., .
Shown for `O=C(CS(=O)(=O)c1cn(Cc2ccc(F)cc2)c2ccccc12)N1CCCCC1` → 4, ?, -8%, -2%, 3%, -4%, -2%, -2%, -2%, -15%, 22%
Shown for `Cc1ccc(S(=O)(=O)N=Nc2c(O)[nH]c3ccccc23)cc1` → 0, 1%, 3%, -1%, -1%, -3%, -23%, -1%, -2%, 7%, -10%
Shown for `CCOC(=O)c1ccc(NC(=S)NNC(=O)COC)cc1` → 1, 4%, -2%, 0%, ?, 2%, -9%, -2%, 11%, -10%, 11%
Shown for `COc1ccc(C(=O)NNC(=O)CSc2ccccc2)cc1` → 2, -2%, 5%, -6%, -10%, 4%, -1%, -1%, -2%, -10%, -10%

The list continues:
SMILES	TRPV1 ag	ELG1 DNA repair	p53 reactivator	NPC1 prom act	FLuc modulator	ELG1 genotox	BRCA1 expr act	Tb PFK inh	Rab9 promoter act	VP16 counter	RORg inh
O=C(CSc1nnc(CNC(=O)c2ccco2)o1)c1ccccc1	-1	16%	0%	-1%	-2%	0%	4%	6%	3%	?	4%
COc1ccc(OC)c(N/C(C)=C/C(=O)c2ccc(Br)cc2)c1	2	?	-2%	2%	?	0%	4%	-2%	2%	-5%	-18%
CN(C)C(=O)CN1CCN(Cc2nc(CC3CC3)no2)CC1	1	-5%	4%	-3%	4%	2%	11%	3%	1%	1%	20%
CN(Cc1ccccc1)C(=O)c1ccc2c(c1)S(=O)(=O)N=C1CCCCCN12	.	0%	-4%	.	.	0%	-21%	-2%	.	.	.
OCCOCCOc1ccccc1OCCOCCO	?	-1%	-2%	-3%	4%	8%	4%	-2%	-2%	1%	3%
CCCc1cc(C(=O)NC2CCCC2)no1	17	?	?	?	?	10µM*	?	0%	?	-16%	?
COC(=O)c1c(NC(=O)c2c(-c3ccccc3Cl)noc2C)sc2c1CCC2	16	?	0%	0%	1%	-7%	-41%	-2%	0%	5%	6%
O=C(Cc1n[nH]c(=O)c2ccccc12)OCC(=O)c1ccc(F)c(F)c1	-1	4%	-2%	7%	0%	2%	17%	2%	-2%	.	.
CCOc1ccc(C(=O)NCC(=O)OCc2ccc(F)cc2Cl)cc1	11	-1%	-4%	1%	?	1%	2%	1%	1%	4%	15%
COc1ccc(NS(=O)(=O)c2ccc(N3CCCC3)c(NC(=S)Nc3ccc(SC(F)F)cc3)c2)cc1	-7	23µM*	5%	-1%	-17%	-9%	-32%	?	1%	-3%	35%
Clc1ccsc1-c1ccnc(-n2cccc2)n1	3	?	9%	12%	17µM*	12%	-48%	1%	-2%	?	44%
Cc1cc(NC(=O)COC(=O)CCNS(=O)(=O)c2cccc(C(F)(F)F)c2)no1	4	-5%	-2%	-2%	1%	-1%	-1%	-1%	1%	-13%	9%
CC(C)(C)Cc1nnc(NC(=O)Cc2cccs2)s1	-5	17%	2%	-2%	1%	0%	36%	0%	-3%	2%	-15%
COc1c(S(=O)(=O)N2CCN(c3ccc(F)cc3)CC2)ccc(Cl)c1Cl	-1	-24%	-1%	2%	1%	-8%	-35%	2%	-7%	-4%	11%
CCNC(=O)CSc1nnc(-c2ccccc2Br)n1-c1cccc(C(F)(F)F)c1	-4	8%	-1%	1%	6%	-1%	0%	-7%	1%	1%	-41%
CCOCCOC(NC(=O)c1ccccc1)(C(F)(F)F)C(F)(F)F	6	-2%	-2%	0%	-2%	-1%	2%	9%	-4%	4%	-1%
